PglD inh – PglD (C. jejuni) enzyme inhibition; purified PglD enzyme, DTNB colorimetric CoA detection; AID 602405; 0.098% of 360,000 active; inhibition, % at 12.5 µM; in the data active = inhibition above about 16%, passing the limit was not always enough; also: strong numbers were not always called active
INS-1E GSIS act – primary screen for activators of insulin secretion dependent on glucose, INS-1E cells, GLuc reporter luminescence; INS-1E GLuc reporter insulin secretion, 2-3 h; activation, % at 16.6 µM; 0.61% of 370,000 active; AID 743287;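 active = lowest replicate activation of at least 40%, so every replicate reaches that level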;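 also: 0% = median of neutral control wells and 100% = median of IBMX positive control wells; some compounds called inactive have numbers as strong as hits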
miR-122 sensor – blocks miR-122 activity in Huh7 sensor cells. Huh7 miR-122 Renilla luciferase sensor, 48 h; neutral wells = 0, positive control = 100. activation (reporter increase), % at 12.5 µM. 0.3% of 340,000 active;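 active = mean replicate activation score at least 90 and every replicate individually at or above 90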;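 also: higher luciferase means less miR-122 activity so hits act as miR-122 inhibitors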
C2C12 statin – suppression of simvastatin myotoxicity; AID 602340; 0.78% of 330,000 active; C2C12 myotubes + simvastatin, ATP luminescence, 48 h; scaled: DMSO 0, geranylgeraniol control 100; rescue of ATP level, % at 7.49 µM;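 active = mean ATP rescue above about 67%, or every replicate alone reaching that limit, limit read from the data, passing the limit was not always enough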;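 also: myotubes were challenged with 10 µM simvastatin during compound exposure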
Cneo AK release – Cryptococcus neoformans lysis via adenylate kinase release. C. neoformans lysis, adenylate kinase release luminescence, 4 h; normalised: neutral wells 0, clomiphene wells 100. lysis activity, % at 15 µM. 0.2% of 360,000 active. AID 651654;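 active = mean lysis activity across replicates of at least 80%, whatever share of replicates individually reach that level; inactive = mean lysis activity below 80%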
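Material: C. neoformans cells | Amount: Yeast cell density of 5 × 10^6 cells/mL | Medium: Fresh YPD growth medium | Dosing: Single dose | Times: Static 4 h at 37 °C with compound, 1 h detection | Detection: AK luminescence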
PGC1a acetyl inh – PGC1a acetylation modulation, inhibitor mode; inhibition, % at 15.6 µM; AID 651687; 0.17% of 350,000 active; U2OS PGC1a acetylation, AlphaScreen anti-acetyl-lysine; with virally co-expressed GCN5 acetyltransferase;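 active = every replicate shows inhibition of at least 40%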;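 also: 0% = neutral control wells and 100% = positive control wells; some results beyond the cut were filed as inactive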
FN deposition inh – fibronectin deposition inhibition; inhibition, % at 12.6 µM; 0.086% of 350,000 active; AH1F fibroblasts, Alexa488-fibronectin deposition fluorescence, overnight;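 active = mean inhibition across replicates of 30% or more, regardless of how many single replicates reach that level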;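 also: positive control wells lacked labelled fibronectin entirely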
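Material: AH1F fibroblasts assembling fluorescent fibronectin matrix; amount: 10000 AH1F cells/well; medium: DMEM, 2% serum; reagent: Alexa488-fibronectin, 24 nM final in well; dosing: single compound dose, delivered by pin transfer; incubation: 1 h adhesion, overnight exposure; detection: fluorescence after three HBSS washes, excitation 485 nm, emission 525 nm; measure: fibronectin deposition inhibition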
CFTR F508del cor – correctors of CFTR F508del function in bronchial epithelial cells; 0.36% of 350,000 active; activity (quench increase), % at 7.58 µM; CFBE cells, YFP halide quenching; stimulated with forskolin plus potentiator P3; % fluorescence drop versus neutral controls; AID 720511;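 active = mean added fluorescence quench of at least 8% versus neutral control, with both replicates also reaching 8%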;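 also: cells transiently co-express mutant CFTR-F508del with the halide-sensitive YFP; corrector assay measuring rescue of mutant channel to the surface after 24 h compound exposure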
An asterisk follows results filed as active; · = no result given; [ ] = dose if it differs, or a comment.

SMILES | PglD inh | INS-1E GSIS act | miR-122 sensor | C2C12 statin | Cneo AK release | PGC1a acetyl inh | FN deposition inh | CFTR F508del cor
Cc1ccc(S(=O)(=O)N(C)C[C@@H]2Oc3ccc(NC(=O)NC(C)C)cc3CC(=O)N([C@H](C)CO)C[C@H]2C)cc1 | 0 | 20 | 3[16.7 µM] | 16 | -1 | 1 | · | -0.8
O=C(c1cc(-c2cccc(O)c2)on1)N1CCOCC1 | -2 | · | · | -7 | 3 | · | 8 | 2.3
O=C1c2ccccc2C(Nc2cccnc2)N1Cc1ccc2c(c1)OCO2 (stereo unspecified) | 0 | 17 | · | 14 | 4 | · | 13 | -0.9
O=C(O)c1ccc(CN2CCCCC2)o1 | 5 | 9 | -3 | 12 | 3 | 32 | · | -3.3
COc1ccc(CCNc2nc(Cl)nc(NC(C)(C)CO)n2)cc1OC | -1 | 6 | 2 | 4 | 2 | -2 | 5 | 1.7
CCc1ccc(C2C3=C(CCCC3=O)OC3=C2C(=O)CCC3)cc1 | 0 | -3 | · | · | 1 | · | -3 | 1.7
Cc1cc2ccccc2nc1SCC(=O)N1CCCC1 | 2 | · | -4 | · | 0 | -4 | 1 | ·
Cc1ccccc1-c1ccc(=O)n(CC(=O)Nc2ccc(-n3cnnn3)cc2)n1 | 1 | -4 | -4 | -20 | 23 | -17 | -19 | -2.0
CO[C@@H]1CN(C)C(=O)c2cc(NS(=O)(=O)c3cn(C)cn3)ccc2OC[C@H](C)N(CC2CC2)C[C@@H]1C | 3 | -2 | · | 3 | 0 | -8 | -9 | -1.9
O=c1c(-c2ccc(O)cc2)coc2cc(O)ccc12 | 2 | · | 4 | 8 | -1 | -3 | · | 7.4
O=C(NCc1ccco1)C1CC(c2ccc(F)cc2)=NO1 (stereo unspecified) | -6 | 14 | -4 | -8 | -2 | -5 | 1 | 1.4
C/C(=C\c1ccco1)CN1CCN(Cc2ccc(C)o2)C(CCO)C1 (stereo unspecified) | · | -1 | · | · | · | -26 | 4 | 0.9
CN1C(c2ccccc2)CCOS1(=O)=O (stereo unspecified) | 0 | 6 | -9 | 9 | 1 | 6 | -2 | -1.6
N#C[C@@H]1[C@H](c2ccccc2-c2cccc(F)c2)[C@@H](CO)N1C(=O)C1CCC1 | · | -18 | · | · | · | 0 | -10 | 1.3
CCOC(=O)c1[nH]ncc1CN1CCC(Cc2ccccc2)(C(=O)OCC)CC1 | 5 | -15 | 10 | · | 9 | 1 | -1 | 0.5
CCN(Cc1ccncc1)C(=O)c1ccccc1NS(=O)(=O)c1ccc(F)cc1 | · | 22 | 1 | -3 | · | -2 | -2 | -2.4
Cc1ccc2n(n1)c(=O)c(Cc1ccccc1)c([O-])[n+]2-c1ccccc1 | -2 | 18 | 0 | · | 1 | 1 | -6 | ·
COCCn1c(SCC(=O)NC2CCCC2)nc2ccccc2c1=O | 3 | 10 | 4 | 5 | -3 | 0 | -3 | 2.3
C=CCn1c(SCc2ccc(C(=O)Nc3ccccc3)cc2)nnc1-c1ccccc1 | 8 | -2 | -6 | · | -6 | -6 | · | -0.9
COc1ccc(S(=O)(=O)N(C)C[C@@H]2Oc3c(NS(=O)(=O)c4ccc(C)cc4)cccc3C(=O)N([C@H](C)CO)C[C@H]2C)cc1 | · | 1 | · | · | 4 | -3 | · | 2.4
C[C@H]1CCCCO[C@@H](CN(C)S(=O)(=O)c2cccs2)[C@@H](C)CN([C@@H](C)CO)C(=O)c2cc(NS(=O)(=O)c3ccccc3)ccc2O1 | 4 | -39 | -3[16.7 µM] | · | 0 | 2 | -7 | 0.9
Cc1nn(C)c(C)c1S(=O)(=O)N(CC(=O)NCCCOC(C)C)c1ccc(C(C)C)cc1 | 1 | -10 | -1 | · | -4 | -1 | 4 | ·
COc1c(C)cc(C(=O)C2CCCN(C(=O)c3ccoc3)C2)cc1C (stereo unspecified) | -3 | 4 | 2 | 1 | 1 | -2 | -2 | -0.1
CN(C(=O)c1cc2c(=O)n3ccccc3nc2s1)C1CCCCC1 | 1 | 15 | -2 | -6 | -1 | · | -2 | 1.0
CC(C)(C)NC(=O)c1ccc2c(c1)N(CC(=O)NC1CCCC1)C(=O)C(C)(C)O2 | -5 | -13 | -3 | -10 | 0 | · | -3 | 0.5
O=C(N[C@H]1CC[C@H](CCNC(=O)C2CC2)O[C@@H]1CO)c1ccncc1 | -1 | 15 | · | -2 | 3 | -1 | · | -0.3
C[C@@H]1CN([C@H](C)CO)C(=O)c2cc(-c3ccccc3F)cnc2O[C@@H]1CN(C)Cc1ccccc1 | 2 | 6 | 1[16.7 µM] | 11 | -1 | -5 | 0 | 0.0
CN1C(=O)c2cc(NC(=O)C3CCOCC3)ccc2OC[C@@H]2O[C@@H](CC(=O)NCC3CC3)CC[C@H]21 | -4 | 1 | -7[16.7 µM] | -4 | -3 | 8 | 5 | -0.3
Cc1cccc(NC(=O)CSc2nnc(-c3ccncc3)n2C)c1 | -1 | · | -9 | 5 | -2 | -6 | -3 | ·
Cc1ccc(NC(=S)NC(=O)c2cncc(Br)c2)cc1Cl | -7 | 4 | 13 | · | 0 | 7 | -3 | -3.6
CC[C@@]1(C(=O)OC)N[C@H](CN(C)S(=O)(=O)c2ccc(OC(F)(F)F)cc2)[C@@H]2C(=O)N(C)C(=O)[C@@H]21 | 1 | 10 | · | 12 | 4 | · | -6 | -1.6
Nc1o[nH]c(=O)c1Cc1ccccc1 | -5 | 10 | -3 | -8 | 0 | · | 0 | -2.0
Cc1cc2nc(-c3ccco3)c(CC(C)(C)C)n2c(C)c1Br | 0 | 0 | -4 | 30 | -1 | 7 | -15 | -0.3
COc1ccc(NC(=O)C2(C)CCN2Cc2ccccc2Cl)cc1OC (stereo unspecified) | 3 | -11 | -4 | 21 | 1 | -2 | 7 | 5.9
O=C(CNc1ccc(Br)cc1)NNC1=NCCC1 | 0 | -1 | 2 | · | 6 | 5 | · | ·
CCn1cc(/C=C(\NC(=O)c2ccccc2F)C(=O)NCCN2CCOCC2)c2ccccc21 | 2 | 19 | 0 | -2 | 0 | 6 | 8 | -0.8
Cc1ccc(C(O)c2nccn2C)o1 (stereo unspecified) | -2 | · | -1 | 6 | -4 | 25 | · | ·
C[C@H]1CN([C@@H](C)CO)C(=O)c2cc(C3=CCCCC3)cnc2O[C@H]1CN(C)Cc1ccc(C(=O)O)cc1 | -3 | 28 | -5[16.7 µM] | 9 | 0 | -4 | 5 | 0.5
C[C@@H]1CN([C@@H](C)CO)S(=O)(=O)c2ccc(C#CC3CC3)cc2O[C@H]1CN(C)Cc1cncnc1 | · | 10 | 11[16.7 µM] | -61 | · | -2 | · | 0.7
CN1C(=O)c2cc(NC(=O)Cc3cccs3)ccc2OC[C@@H]2O[C@@H](CC(=O)O)CC[C@H]21 | 1 | -3 | -3[16.7 µM] | 6 | 7 | 0 | -9 | 2.5
COc1ccccc1-c1ccc2nnc(SC)n2n1 | -5 | 10 | -6 | 16 | 0 | -7 | -8 | 1.9
COc1ccccc1NC(=O)N(C)C[C@@H]1OCc2cn(nn2)CCCC(=O)N([C@H](C)CO)C[C@@H]1C | 3 | 5 | 6[16.7 µM] | -10 | 8 | 13 | -14 | -2.5
Cc1ccc(/C=C2/SC(=S)N(CCCC(=O)Nc3ccc(O)cc3)C2=O)cc1 | · | 3 | -2 | 0 | · | -7 | 2 | -0.9
O=C(CN(CCN1CCOCC1)C(=O)Cn1nnc(-c2ccc(F)cc2)n1)NC1CCCCC1 | 0 | -3 | · | -2 | 3 | 11 | 19 | ·
CCOC(=O)N1CCN(C(=O)CN2C(=O)NC(c3ccccc3)(c3ccccc3)C2=O)CC1 | -2 | 1 | -6 | -162 | -4 | 0 | 1 | -1.8
CC(C)C[C@@H](CO)N1CCNCCC1=O | 6 | -3 | -7 | -9 | -2 | -7 | -4 | -3.6
O=c1cc(CSc2ccc(S(=O)(=O)N3CCCCC3)cn2)nc2sccn12 | 6 | · | -4 | 11 | -1 | -32 | · | ·
c1ccc(-c2cc3ccccc3cn2)cc1 | 5 | -8 | 6 | 9 | -5 | 5 | 2 | 2.3
CCCCC[C@H]1CN(C2CCCCC2)C(=O)[C@@H]1CC(=O)NCc1ccccc1 | -5 | -23 | 10 | 34 | -1 | 3 | 11 | -5.1
O=C1CN(C(=O)c2ccccn2)c2ccccc2N1 | -2 | · | 4 | -2 | 0 | -11 | · | ·
O=C(NCCN1CCOCC1)c1ccc2c(c1)N(Cc1c(F)cccc1Cl)C(=O)c1ccccc1S2 | 8 | -22 | · | · | 3 | · | -1 | ·
O=c1cc(O)nc(SCc2ccccc2Cl)[nH]1 | -8 | 15 | 0 | 4 | -3 | -8 | · | ·
CCOc1ccc(N=C2NC(=O)S/C2=C\c2ccc(N(C)C)cc2)cc1 | -3 | · | 6 | 0 | -4 | 1 | -4 | ·
COc1ccc(/C=C/c2nc(C)c(-c3ccccc3)c(=O)[nH]2)cc1OC | 1 | -4 | · | · | 1 | · | -6 | ·
O=C(O)Cn1c2ccccc2c2nc3ccccc3nc21 | -5 | · | · | 1 | -6 | 0 | · | ·
COc1ccc(/C=N/NC(=O)COc2ccc3ccccc3c2)c(C(=O)O)c1OC | 1 | -25 | 0 | 1 | -3 | · | 4 | ·
Cc1cc(Cl)ccc1NC(=S)NCCc1ccc(Cl)cc1 | 1 | -32 | 7 | -3 | 72 | -10 | 1 | 2.2
CN(C)S(=O)(=O)c1cccc(C(=O)Nc2cc3c(cc2C(=O)O)OCCCO3)c1 | -2 | 3 | -10 | -1 | -3 | 5 | -5 | 1.2
C=CCn1c(N)c(C(=O)OCC(C)C)c2nc3ccccc3nc21 | -2 | 9 | 3 | · | -1 | -7 | · | ·
CC(Oc1ccc(Br)cc1Br)C(=O)Nc1cccnc1Cl (stereo unspecified) | 5 | 9 | 8 | 0 | 0 | · | 4 | -1.6

Later entries.
SMILES | PglD inh | INS-1E GSIS act | miR-122 sensor | C2C12 statin | Cneo AK release | PGC1a acetyl inh | FN deposition inh | CFTR F508del cor
Cc1cn(C(=O)CN2C(=O)c3ccccc3C2=O)c(C)n1 | -8 | 27 | 6 | · | 0 | -10 | · | ·
COCC(=O)N1[C@H](CO)[C@H]2c3ccccc3N(C(=O)Nc3ccccc3Cl)C[C@H]21 | 3 | 1 | -4[16.7 µM] | 20 | 3 | -5 | 5 | -0.1
Cc1ccc(S(=O)(=O)NCCC(=O)NNC(=O)COc2ccccc2Cl)cc1C | 0 | -7 | -7 | -4 | 0 | -3 | -4 | 4.9
N#CC1=C(N)N(c2ccccc2)C2=C(C(=O)CCC2)C1c1cccs1 (stereo unspecified) | 3 | · | 10 | 6 | -1 | 11 | -6 | ·

Among those listed so far, four contain bromine:
SMILES | PglD inh | INS-1E GSIS act | miR-122 sensor | C2C12 statin | Cneo AK release | PGC1a acetyl inh | FN deposition inh | CFTR F508del cor
Cc1ccc(NC(=S)NC(=O)c2cncc(Br)c2)cc1Cl | -7 | 4 | 13 | · | 0 | 7 | -3 | -3.6
Cc1cc2nc(-c3ccco3)c(CC(C)(C)C)n2c(C)c1Br | 0 | 0 | -4 | 30 | -1 | 7 | -15 | -0.3
O=C(CNc1ccc(Br)cc1)NNC1=NCCC1 | 0 | -1 | 2 | · | 6 | 5 | · | ·
CC(Oc1ccc(Br)cc1Br)C(=O)Nc1cccnc1Cl (stereo unspecified) | 5 | 9 | 8 | 0 | 0 | · | 4 | -1.6

Compound activity (PubChem)
